Compound activity deposited in PubChem BioAssay by several laboratories.
NOD2-RIPK2 inh – inhibitors of human NOD2-RIPK2 interaction; 0.38% of 360,000 active; AID 624267; CHO BLA complementation NOD2-RIPK2, CCF4 ratio; inhibition, % at 4.98 µM; in the data active = inhibition above about 21%;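 note: 0% = vehicle only and 100% = reference blocker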
Target sequence (O43353 whole entry, looked up): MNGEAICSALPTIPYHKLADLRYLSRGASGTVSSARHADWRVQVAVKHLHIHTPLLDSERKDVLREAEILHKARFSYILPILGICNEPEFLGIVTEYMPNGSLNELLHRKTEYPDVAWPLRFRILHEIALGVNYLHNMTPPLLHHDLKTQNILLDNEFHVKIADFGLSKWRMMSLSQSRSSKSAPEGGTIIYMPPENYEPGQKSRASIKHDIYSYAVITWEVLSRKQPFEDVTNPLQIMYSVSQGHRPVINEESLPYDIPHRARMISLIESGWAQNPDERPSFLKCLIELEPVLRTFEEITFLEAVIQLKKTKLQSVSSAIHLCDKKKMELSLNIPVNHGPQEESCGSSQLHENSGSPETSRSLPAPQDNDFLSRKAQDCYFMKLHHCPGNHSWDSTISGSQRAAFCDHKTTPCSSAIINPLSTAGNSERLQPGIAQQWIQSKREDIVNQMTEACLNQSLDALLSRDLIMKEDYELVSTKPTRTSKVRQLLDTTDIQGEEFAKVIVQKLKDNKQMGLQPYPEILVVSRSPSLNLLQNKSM
NR2F2 inh – blocks human COUP-TFII nuclear receptor; P24468; inhibition, % at 8.6 µM; 0.7% of 370,000 active; HEK293T NGFI-A luciferase reporter, luminescence;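 active = inhibition above a per-plate cutoff, mean inhibition of test wells between control levels plus 3 SD, cut at about 38% in these data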;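 note: cells cotransfected with COUP-TFII expression vector driving the NGFI-A reporter; 0% = median of COUP-TF2 test wells and 100% = reporter-only cells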
TROY NFkB inh – TROY signaling inhibition; Q293 LMP1-TROYcd NF-kB luciferase reporter, 4 h; inhibition, % at 10 µM; 0.98% of 360,000 active; AID 1347056;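 active = compounds whose plate-normalised and pattern-corrected inhibition of the luciferase reporter signal at the single screening dose is 50% or more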
C8 TRAIL sens – caspase-8 TRAIL sensitization | NB7+C8 cells + TRAIL, ATPlite viability luminescence | inhibition (viability loss, TRAIL sensitization), % at 10 µM | 1% of 360,000 active | AID 624354;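 active = compounds causing at least 50% loss of cell viability in the single-dose screen, relative to plate controls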
SRC3 inh – inhibitors of human steroid receptor coactivator 3 (SRC3); HEK293 GAL4-SRC3 luciferase reporter, luminescence; inhibition, % at 3.6 µM; 0.17% of 360,000 active; AID 588352;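 active = inhibition above a per-campaign cutoff, the mean of all compounds plus 3 SD, cut at about 60% in these data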;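 note: 0% = DMSO-treated cells and 100% = gossypol-treated cells at 36 µM; higher means less SRC3-driven luciferase light from the GAL4 reporter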
Vif inh – HIV Vif inhibition; HEK293T cells, Vif self-association by quenched fluorescence, imaging, 24 h; inhibition, % at 7.49 µM; 0.35% of 340,000 active; AID 602346; in the data active = inhibition above about 50%, passing the limit was not always enough; note: some results filed as inactive read as strong as hits
SRC1 inh – inhibitors of human steroid receptor coactivator 1 (SRC1); AID 588354; inhibition, % at 3.6 µM; 0.12% of 360,000 active; HEK293 GAL4-SRC1 luciferase reporter, luminescence;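 active = inhibition above the campaign mean plus 3 SD, with each screening campaign given its own cutoff, cut at about 60% in these data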;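 note: 0% = DMSO treated cells and 100% = gossypol at 36 µM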
EBV LMP1 NFkB – inhibitors of Epstein-Barr LMP1-induced NF-kappaB reporter | LMP1-induced NF-kappaB luciferase reporter cells, luminescence | 0.69% of 350,000 active | inhibition, % at 12.5 µM; in the data active = inhibition above about 41%;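 note: 0% = neutral control wells and 100% = reference inhibitor control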
TLR9-MyD88 inh – blocks human TLR9 binding to MyD88 | CHO BLA complementation TLR9-MyD88, CCF4 FRET ratio | inhibition, % at 4.98 µM | 0.21% of 340,000 active | AID 504734;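 active = inhibition above the mean over all tested compounds plus 3 SD, cut at about 21% in these data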;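 note: 0% = DMSO only wells and 100% = clavulanate BLA inhibitor control wells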
NCOA2 inhibitor – inhibits human steroid receptor coactivator 2; AID 651957; HEK293 GAL4-SRC2 luciferase reporter, luminescence; inhibition, % at 9 µM; 0.17% of 370,000 active;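 active = inhibition above the mean inhibition of all tested compounds plus 3 SD, set per campaign, cut at about 52% in these data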;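 note: 0% = DMSO treated cells and 100% = cells given Gossypol at 36 µM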
LRH-1 inv ag – inverse agonists of human LRH-1 (NR5A2); O00482; HEK293T StAR-luciferase reporter, LRH-1 transfected, 24 h; inhibition, % at 3.6 µM; 0.13% of 360,000 active; AID 602396;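 active = inhibition above the mean inhibition of all tested compounds plus 3 SD, cut at about 73% in these data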;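 note: 0% = DMSO wells and 100% = reporter-only cells lacking LRH-1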
Target sequence (O00482 whole entry, looked up): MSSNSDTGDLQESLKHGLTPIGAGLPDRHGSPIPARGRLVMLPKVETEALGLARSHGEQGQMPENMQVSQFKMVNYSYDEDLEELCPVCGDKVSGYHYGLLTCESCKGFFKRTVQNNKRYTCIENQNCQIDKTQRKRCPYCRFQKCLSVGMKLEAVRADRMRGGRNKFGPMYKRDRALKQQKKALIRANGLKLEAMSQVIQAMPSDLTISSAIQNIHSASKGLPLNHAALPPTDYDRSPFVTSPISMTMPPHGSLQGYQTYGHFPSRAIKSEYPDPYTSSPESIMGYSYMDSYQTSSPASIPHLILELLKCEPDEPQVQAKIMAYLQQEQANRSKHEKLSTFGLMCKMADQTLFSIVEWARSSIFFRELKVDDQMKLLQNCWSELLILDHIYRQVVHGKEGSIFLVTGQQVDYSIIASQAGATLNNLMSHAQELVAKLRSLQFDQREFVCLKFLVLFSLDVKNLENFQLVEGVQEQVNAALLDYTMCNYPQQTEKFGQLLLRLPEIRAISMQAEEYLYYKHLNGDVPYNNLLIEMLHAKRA
Numbers without * were called inactive; nt = no result given. The list is partial, so the mix of outcomes need not match the whole.

[1] Cc1ccc(C2NNC(=O)C2NC(=O)c2ccccc2)cc1 (stereo not drawn)
[2] O=C1/C(=C/c2ccccn2)SC(=S)N1c1cccc(O)c1
[3] CCN1CCN(C(=O)Nc2cc(Cl)ccc2OC)CC1
[4] CC(C)c1cccc(C(C)C)c1Nc1cn[nH]c1
[5] CCOC(=O)C1(CCOc2ccccc2)CCN(Cc2cccn2-c2cccnc2)CC1
[6] CC1CCCC(NC(=O)COC(=O)/C=C/c2ccc3c(c2)OCO3)C1C (stereo not drawn)
[7] O=C(N/N=C/c1cccs1)c1ccc(-n2cccc2)cc1
[8] O=C(COC(=O)c1nn(-c2ccccc2C(F)(F)F)cc1O)c1ccc(OC(F)F)cc1

assay / compound,1,2,3,4,5,6,7,8
NOD2-RIPK2 inh,-2,0,4,0,-8,4,-3,0
NR2F2 inh,-3,-3,-13,21,8,-2,-14,-21
TROY NFkB inh,-31,-7,-5,8,14,-14,-7,0
C8 TRAIL sens,-4,17,-2,-26,7,-9,-5,-2
SRC3 inh,-65,-18,11,1,12,6,-16,16
Vif inh,2,-4,1,-12,-9,2,8,1
SRC1 inh,-57,-30,-1,-6,7,-1,-17,-2
EBV LMP1 NFkB,-17,1,-5,nt,5,-7,11,-3
TLR9-MyD88 inh,-7,9,-10,nt,5,-5,7,9
NCOA2 inhibitor,-63,-38,10,13,-7,4,-23,3
LRH-1 inv ag,-90,-39,-11,2,9,9,-25,3

[9] O=C(N/N=C/c1ccc([N+](=O)[O-])s1)C(O)c1ccccc1 (stereo not drawn)
[10] CC12CCCCC1(O)[N+](=O)C1=C(CCCC1)N2[O-] (stereo not drawn)
[11] CCOC(=O)C1=C(C)NC(=O)C1(NC(=O)c1cccnc1)C(F)(F)F (stereo not drawn)
[12] COC(=O)COc1ccc(S(=O)(=O)N2CCOCC2)cc1
[13] CCc1nnc(NC(=O)CCC(=O)N2CCN(Cc3ccc(Cl)cc3)CC2)s1
[14] Cc1ccc(OCC(=O)OCC(=O)c2cccc([N+](=O)[O-])c2)cc1C
[15] CCCCn1c(-c2ccc(OC)cc2)nc2c(=O)n(C)c(=O)[nH]c21
[16] CC(=O)Oc1ccc(/C=C2/Oc3ccccc3C2=O)cc1

assay / compound,9,10,11,12,13,14,15,16
NOD2-RIPK2 inh,-5,3,-10,-5,-3,-6,4,2
NR2F2 inh,-10,7,5,28,7,-16,-4,-22
TROY NFkB inh,10,5,-1,5,13,14,-11,-67
C8 TRAIL sens,29,-7,-22,4,0,-5,1,-5
SRC3 inh,23,4,6,-5,15,12,-5,-39
Vif inh,-1,3,-2,-7,-13,-12,-5,-2
SRC1 inh,-11,2,19,-11,-8,5,3,-29
EBV LMP1 NFkB,-5,-6,-14,-5,10,6,-30,-2
TLR9-MyD88 inh,6,4,-5,2,1,6,-4,8
NCOA2 inhibitor,5,18,6,3,-9,-22,2,1
LRH-1 inv ag,44,-2,1,-1,6,3,-21,-29

[17] CC1CCCC=CC2CC(OC(=O)CN(C)C)CC2C(O)C=CC(=O)O1 (stereo not drawn)
[18] O=C1c2ccccc2C(=O)N1CC1c2ccccc2CCN1S(=O)(=O)c1ccccc1 (stereo not drawn)
[19] O=C(COc1ccc(S(=O)(=O)Nc2ccc(Cl)cc2)cc1)N1CCOCC1
[20] CC(C)c1ccc2[nH]c(O)c(N=NC(=O)c3cccc(S(=O)(=O)Nc4ccccc4Cl)c3)c2c1
[21] O=C(NC12CC3CC(CC(C3)C1)C2)N1CCN(c2nc(-c3ccccc3)cs2)CC1
[22] CCn1c(SCC(=O)NCc2ccco2)nnc1-c1cccs1
[23] CCOc1ccc2[nH]c3c(NCCN(CC)CC)ncnc3c2c1
[24] Cc1ccc(Cl)cc1NC(=O)COC(=O)CC(C)(C)C

assay / compound,17,18,19,20,21,22,23,24
NOD2-RIPK2 inh,-12,6,8,-5,-7,-11,-4,-2
NR2F2 inh,51*,-3,-1,-13,4,4,-18,9
TROY NFkB inh,-10,6,7,8,nt,-3,-17,6
C8 TRAIL sens,25,8,-19,-9,18,-8,1,-1
SRC3 inh,51,5,9,7,3,-1,0,9
Vif inh,-18,-5,-5,1,2,-5,-8,4
SRC1 inh,0,-7,19,-10,17,-34,-8,-8
EBV LMP1 NFkB,-91,1,6,2,26,-8,-1,-7
TLR9-MyD88 inh,-4,-6,-9,4,0,8,-1,3
NCOA2 inhibitor,3,-4,-1,-2,7,5,-7,30
LRH-1 inv ag,37,-23,1,17,-5,9,-9,45

[25] Nc1nc(Cl)nc2c1ncn2C1OC(CO)C(O)C1O (stereo not drawn)
[26] O=C(NCc1nc2ccccc2[nH]1)c1cccc(S(=O)(=O)N2CCOCC2)c1
[27] CCn1c(SC)nc2cc(S(=O)(=O)N3CCCCC3)ccc21
[28] COc1ccc([N+](=O)[O-])cc1N(CC(=O)NCCCOC(C)C)S(C)(=O)=O
[29] O=C1CCCCC1C1(O)C(=O)Nc2ccccc21 (stereo not drawn)
[30] CCOC(=O)N1CCN(C(=O)c2c(Cl)cnn2C)CC1
[31] Cc1oc2c(O)c(O)ccc2c(=O)c1-c1ccccc1
[32] COc1ccc(N2CCc3c(C)nc4c(OC)cc(OC)cc4c32)cc1

assay / compound,25,26,27,28,29,30,31,32
NOD2-RIPK2 inh,-12,-6,-1,5,-3,-8,0,-2
NR2F2 inh,-4,21,-17,-30,3,-7,-3,-12
TROY NFkB inh,2,4,-2,-12,-16,-4,-141,-11
C8 TRAIL sens,10,2,5,-6,27,3,8,19
SRC3 inh,-2,-23,-2,-1,-1,-5,8,19
Vif inh,-2,-3,-11,6,-6,-11,-5,-12
SRC1 inh,0,-11,1,-4,0,-3,-10,3
EBV LMP1 NFkB,nt,14,5,0,-5,0,1,3
TLR9-MyD88 inh,nt,4,-13,4,1,7,-4,-1
NCOA2 inhibitor,29,18,-15,2,-26,8,14,-152
LRH-1 inv ag,0,4,-7,12,7,8,20,26

Arranged by count of non-hydrogen atoms (largest number first): part of the list above
[14] Cc1ccc(OCC(=O)OCC(=O)c2cccc([N+](=O)[O-])c2)cc1C
[16] CC(=O)Oc1ccc(/C=C2/Oc3ccccc3C2=O)cc1
[29] O=C1CCCCC1C1(O)C(=O)Nc2ccccc21 (stereo not drawn)

assay / compound,14,16,29
NOD2-RIPK2 inh,-6,2,-3
NR2F2 inh,-16,-22,3
TROY NFkB inh,14,-67,-16
C8 TRAIL sens,-5,-5,27
SRC3 inh,12,-39,-1
Vif inh,-12,-2,-6
SRC1 inh,5,-29,0
EBV LMP1 NFkB,6,-2,-5
TLR9-MyD88 inh,6,8,1
NCOA2 inhibitor,-22,1,-26
LRH-1 inv ag,3,-29,7

Limited to NOD2-RIPK2 inh, for 2 of the compounds above:
entry | molecule | NOD2-RIPK2 inh
27 | CCn1c(SC)nc2cc(S(=O)(=O)N3CCCCC3)ccc21 | -1
28 | COc1ccc([N+](=O)[O-])cc1N(CC(=O)NCCCOC(C)C)S(C)(=O)=O | 5

The listing continues.
[33] Cc1cc(C)nc(NC(N)=NCCc2ccccc2)n1
[34] CC1=C2C3OC(=O)C(C)C3CCC2(C)C=C(Br)C1=O (stereo not drawn)
[35] O=C(OCC(=O)N1CCCCCC1)c1cccc(Cl)c1
[36] O=C(NCc1cc2ccccc2[nH]1)C1CCC(=O)N(CCCN2CCCC2=O)C1 (stereo not drawn)
[37] CC(C)Oc1ccc(C(=O)N2CCCc3ccccc32)cc1
[38] Cc1cccc(C(O)c2ncc(-c3ccccc3F)[nH]2)c1C (stereo not drawn)
[39] CCN1CCN(CCOc2cccc(Oc3ccccc3)c2)CC1
[40] Cc1nc(CC(=O)NNS(=O)(=O)c2ccc3ccccc3c2)cs1

assay / compound,33,34,35,36,37,38,39,40
NOD2-RIPK2 inh,-17,-16,-2,3,-12,-4,6,-8
NR2F2 inh,43*,3,10,-13,-12,19,-18,-3
TROY NFkB inh,14,3,-30,-13,-14,-13,0,-13
C8 TRAIL sens,18,17,5,-20,11,-7,10,-9
SRC3 inh,51,-5,-28,-9,-7,-3,-5,9
Vif inh,-11,2,-1,1,-3,7,-7,11
SRC1 inh,38,-3,-22,-11,4,20,-4,8
EBV LMP1 NFkB,30,-8,-6,-6,14,nt,-36,5
TLR9-MyD88 inh,-11,6,-3,-3,9,nt,3,4
NCOA2 inhibitor,25,-17,5,-12,-53,1,-34,2
LRH-1 inv ag,48,-19,-1,-9,-28,-5,-1,-17

[41] CC(=O)NCCC(=O)Nc1cc(S(=O)(=O)N2CCCCC2)ccc1N1CCN(C)CC1
[42] N#Cc1ccc(-c2ccc(OCC3CNC(=O)O3)cc2)cc1 (stereo not drawn)
[43] CCOC(=O)C(=CN(CCc1ccccc1)CC(=O)OC)C(=O)OCC
[44] CCSC1=N/C(=C\c2ccccc2)C(=O)N1c1ccc(OC)cc1
[45] CCOc1ccc(-n2c(N)c(-c3nc4ccccc4n3C)c3nc4ccccc4nc32)cc1
[46] COc1cc(C(=O)c2nccc3cc(OC)c(OC)cc23)c([N+](=O)[O-])cc1OC
[47] CCOc1cc(N2CCOCC2)c(OCC)cc1NC(=O)COC(=O)CCOc1cc(C)ccc1C
[48] O=C(Nc1ccccc1)[C@@H]1[C@@H]2C(=O)N(c3ccc(F)cc3)C(=O)[C@@H]2[C@H]2C=CC=NN21

assay / compound,41,42,43,44,45,46,47,48
NOD2-RIPK2 inh,0,-5,2,-4,-1,-9,2,-10
NR2F2 inh,9,22,-16,-3,7,-4,6,-45
TROY NFkB inh,-12,4,-18,-6,-22,19,-35,-9
C8 TRAIL sens,2,11,2,-4,9,-1,-12,7
SRC3 inh,-4,-34,5,-12,11,9,12,2
Vif inh,-1,0,-6,-3,-7,-4,-12,1
SRC1 inh,1,-16,-8,-17,-4,-10,-8,5
EBV LMP1 NFkB,-6,-2,5,14,-2,1,7,7
TLR9-MyD88 inh,0,-4,-4,-1,10,-17,-3,0
NCOA2 inhibitor,-10,-11,-8,10,10,-21,-8,-11
LRH-1 inv ag,13,-22,-18,6,-9,9,5,9

[49] Cc1nc(NC(=O)c2ccccc2)sc1-c1csc(NCc2ccco2)n1
[50] Cc1[nH]ccc(=O)c1OC1OC(CO)C(O)C(O)C1O (stereo not drawn)
[51] CC(C)C[C@H]1CN(CCCC[C@@H]2CNC(=O)C(=O)N2CCc2ccccc2)C(=O)C(=O)N1CCC1CCCCC1
[52] COc1ccccc1OCc1ccc(C(=O)OCC2CCCO2)o1 (stereo not drawn)
[53] COc1ccc(OC)c(-n2c(=S)[nH]c3c(sc(=S)n3-c3ccccc3C)c2=O)c1

assay / compound,49,50,51,52,53
NOD2-RIPK2 inh,-3,-2,-8,-5,1
NR2F2 inh,nt,-4,-2,-12,14
TROY NFkB inh,-17,3,-2,-18,-8
C8 TRAIL sens,2,-9,2,5,-2
SRC3 inh,-26,4,nt,6,-1
Vif inh,0,-10,nt,-80,4
SRC1 inh,-16,6,nt,-19,3
EBV LMP1 NFkB,0,1,nt,-7,-2
TLR9-MyD88 inh,-4,-7,nt,6,-3
NCOA2 inhibitor,nt,-8,-3,15,21
LRH-1 inv ag,-24,15,2,-8,-11
